D1 antagonist: human D1 dopamine receptor antagonism. AID 504652. HEK293 TREx D1 cells, calcium flux, dopamine EC80; active compounds read low. activity change, negative = inhibition, % at 10 µM. P21728. actives 3.2% (n = 360,000); in the data active = activity change below about -30%; also: % is scaled to controls: 0 for no effect and ±100 for the full control effect
Target sequence (P21728 whole entry, looked up): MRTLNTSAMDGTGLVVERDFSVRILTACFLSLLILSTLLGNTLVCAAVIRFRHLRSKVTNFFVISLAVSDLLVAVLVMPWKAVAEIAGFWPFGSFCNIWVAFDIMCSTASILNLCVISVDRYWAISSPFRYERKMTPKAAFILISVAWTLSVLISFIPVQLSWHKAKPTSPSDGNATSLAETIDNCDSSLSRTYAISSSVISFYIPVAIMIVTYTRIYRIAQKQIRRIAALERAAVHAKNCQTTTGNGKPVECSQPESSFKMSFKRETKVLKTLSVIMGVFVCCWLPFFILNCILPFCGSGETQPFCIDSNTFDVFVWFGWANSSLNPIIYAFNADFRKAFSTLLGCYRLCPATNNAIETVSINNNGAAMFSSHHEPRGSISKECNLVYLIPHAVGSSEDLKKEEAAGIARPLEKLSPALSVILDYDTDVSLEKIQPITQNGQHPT
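Tetracycline-induced HEK293 Trex D1 cells, force-coupled to calcium, dye-loaded; compounds added and read 180 s, then EC80 dopamine added and calcium flux tracked kinetically another 180 s.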
D2 agonist: activates the human D2 dopamine receptor | HEK293 T-REx D2 cells, calcium flux agonist mode | actives 0.53% (n = 340,000) | activation, % at 2 µM;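 active = activation over 3 SD above normal in the single-dose calcium agonist read, cut at about 30% in these data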; also: 0% is about no effect
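Agonism scored from kinetic calcium signal (1 read/sec, 180 s) following compound pin transfer, after a 10 s baseline. Cells: HEK293 Trex line expressing inducible D2 receptor coupled to calcium, dye-loaded after overnight culture at 30 C.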
RXFP1 antagonist: antagonists of human relaxin receptor RXFP1; Q9HBX9; HEK293-RXFP1, relaxin-stimulated cAMP HTRF, 30 min; active compounds read low; activity change, negative = inhibition, % at 57.5 µM; actives 0.59% (n = 350,000); AID 1259400;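 active = activity change of -60% or lower, but not beyond a set lower limit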; also: % is scaled to controls: 0 for no effect and ±100 for the full control effect
D1 agonist: activates the human D1 dopamine receptor. P21728. HEK293 T-REx D1 cells, calcium flux, agonist mode. activation, % at 2 µM. actives 1% (n = 360,000); also: 0% is about no effect
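Agonism was scored from calcium flux recorded over 180 s (1 read/s) after pintool compound addition, following a 10-cycle baseline. Cells were inducible force-coupled HEK293 TREx D1, plated overnight at 30 C and loaded with no-wash calcium dye.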
D2 PAM: positive allosteric modulators of human D2 dopamine receptor | potentiation, % at 10 µM | actives 0.34% (n = 340,000) | HEK293 T-REx D2, calcium flux, EC20 dopamine potentiation;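 active = potentiation over 3 SD above the plate norm, cut at about 30% in these data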; also: 0% is about no effect
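Potentiation of an EC20 dopamine calcium response is measured in a force-coupled, tetracycline-inducible Hek293 Trex D2 line. Compound-only kinetic reads over 180 s flag agonists before dopamine addition.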
TRHR agonist: agonists of human TRH receptor; AID 493084; TRHR cells, calcium flux fluo-8, FDSS agonist mode; activation, % at 2 µM; actives 0.18% (n = 360,000); also: 0% is about no effect
Target sequence (P34981 whole entry, looked up): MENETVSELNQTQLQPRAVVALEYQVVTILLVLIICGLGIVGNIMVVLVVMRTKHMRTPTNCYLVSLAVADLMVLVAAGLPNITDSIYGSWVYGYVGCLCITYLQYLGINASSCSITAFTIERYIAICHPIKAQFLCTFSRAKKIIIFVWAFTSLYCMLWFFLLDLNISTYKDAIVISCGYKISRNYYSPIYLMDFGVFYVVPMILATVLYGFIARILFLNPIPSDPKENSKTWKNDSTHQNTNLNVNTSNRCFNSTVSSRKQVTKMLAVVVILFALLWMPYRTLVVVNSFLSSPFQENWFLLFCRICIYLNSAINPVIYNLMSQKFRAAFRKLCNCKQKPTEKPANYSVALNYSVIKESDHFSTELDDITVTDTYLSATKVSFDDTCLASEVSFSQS
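Steps: seed TRHR cells overnight; add fluo-8 no-wash Ca dye, RT 30 min–1.5 h; record 10 s baseline; pin-transfer compounds; monitor fluorescence 1 cycle/s for the agonist window. Calcium increases flag candidate agonists.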
D1 PAM: enhances dopamine response at the human D1 receptor; AID 504651; HEK293 TREx D1 cells, calcium flux, dopamine EC20 potentiation; actives 0.036% (n = 360,000); potentiation, % at 10 µM; in the data active = potentiation above about 30%; also: 0% is about no effect
D2 antag: antagonists of human D2 dopamine receptor; P14416; HEK293 TREx D2 cells, calcium flux, dopamine EC80; inhibition, % at 10 µM; actives 2% (n = 340,000); AID 485344; in the data active = inhibition above about 30%; also: 0% is about no effect
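Measurement of antagonist activity uses fluorescent calcium dye in inducible HEK293 T-REx D2 cells: 10 s baseline, compound addition with 180 s read, EC80 dopamine addition with a further 180 s read.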
TRHR PAM: allosterically enhances the human TRH receptor. TRHR cells, fluo-8 calcium fluorescence, EC20 TRH enhancement. enhancement, % at 2 µM. actives 0.66% (n = 360,000); in the data active = enhancement above about 30%; also: 0% is about no effect
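TRHR-expressing cells loaded with fluo-8 calcium dye were read kinetically (ex 480/em 530) during compound addition, then stimulated with an EC20 of TRH (10 nM final). Enhancement of the Gq-mediated intracellular calcium response was scored.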
An asterisk follows results filed as active; nt = not tested or not shown; & = joins results of further samples. Rule as the data show it, unless noted: active = activation above about 30%; inactive = the rest.

cpd	compound	D1 antagonist	D2 agonist	RXFP1 antagonist	D1 agonist	D2 PAM
1	O=C(Nc1ccc(S(=O)(=O)Nc2nccs2)cc1)c1cccc(N2C(=O)c3ccccc3C2=O)c1	1	0.4	-5	7	4
2	CCCC[N+](C)(C)CCC(=O)NC(C)(C)CS(=O)(=O)[O-]	-34*	-1.3	-7	3	11
3	Cc1ccc(C)c(NC(=O)CSc2ncc3c(n2)-c2cc(Cl)ccc2N(Cc2ccccc2F)S3(=O)=O)c1	-13	0.2	nt	4	-9
4	COc1ccc(N2CCc3c(C)nc(SC)nc32)cc1	1	-2.2	-5	0	2
5	Cc1cc(/C([O-])=C(/C(=S)Nc2ccccc2)[n+]2ccccc2)c(C)n1-c1ccccc1	3	-0.5	1	0	6
6	CC(=O)c1ccc(C(=O)N2CCCC(CCC(=O)N(C)CCc3ccccn3)C2)s1 (stereo not drawn)	-3	1.2	-11	2	5
7	CCC1Oc2ccc(C)cc2N(CC(=O)N2CCN(c3ccccc3OC)CC2)C1=O (stereo not drawn)	-3	-0.1	-1	-1	5
8	Cc1cc(N2CCCC2)nc2c(C)cccc12	6	1.0	-2	0	4
9	CC12CC(c3ccccc3O1)N(C(=O)c1ccco1)C(=S)N2c1ccc(F)cc1 (stereo not drawn)	3	0.1	-9	5	-6
10	O=C(CN(Cc1cccs1)C(=O)CNS(=O)(=O)c1ccc(F)cc1)NCC1CCCO1 (stereo not drawn)	9	0.0	-11	3	3
11	CC(=O)Nc1ccc2nc(-c3cccs3)[nH]c2c1	-8	-0.4	5	1	7
12	CCOc1ccccc1NC(=O)CSc1nc(=O)n(Cc2ccccn2)c2c1CCC2	12	-0.1	0	1	-5
13	CC(=O)c1ccc(N(CC(=O)NC2CCCC2)C(=O)CNC(=O)c2cccs2)cc1	-5	-2.3	-9	-1	23
14	CC(CC(=O)Nc1ccc(S(=O)(=O)N2CCOCC2)cc1)c1ccccc1 (stereo not drawn)	5	0.1	-21	5	4
15	CCS(=O)(=O)N1CCC(C(=O)NCc2ccc(F)cc2Cl)CC1	2	0.0	-2	2	2

cpd	TRHR agonist	D1 PAM	D2 antag	TRHR PAM
1	1.7	1	-12	0
2	0.0	-5	-8	2
3	0.7	1	nt	-9
4	-3.1	6	-1	-1
5	0.1	-4	2	-7
6	0.4	-2	-3	1
7	-1.0	1	nt	0
8	0.3	2	-2	-2
9	0.6	-4	-17	-3
10	-0.1	11	0	21
11	-0.2	3	-3	-6
12	-0.2	-5	-5	-8
13	-1.0	-4	14	5
14	0.2	-3	11	2
15	0.0	-4	4	0

The results go on.
cpd	compound	D1 antagonist	D2 agonist	RXFP1 antagonist	D1 agonist	D2 PAM
16	CCOc1ccc(CC(=O)N/N=C/c2cccnc2)cc1OCC	-14	-0.5	6	2	1
17	Cc1cccc(C(=O)N2CCN(c3ncnc4c3cnn4-c3ccccc3)CC2)c1	6	1.4	-8	3	-6
18	COc1ccc(-c2cn3nc(N4CCCC(C(=O)Nc5cc(C)ccc5C)C4)sc3n2)cc1 (stereo not drawn)	6	-0.1	-5	-2	2
19	O=S(=O)(c1ccc(Oc2ncnc3scc(-c4ccccc4)c23)cc1)N1CCOCC1	8	-0.3	0	4	2
20	CCc1nn(CC(=O)NC(C)CCc2ccccc2)c(=O)c2cc3cc(F)ccc3n12 (stereo not drawn)	18&-13	4.1&0.3	14&-2	4&1	-13&2
21	Cc1ccc(CNC(=O)C2CC(c3cccc([N+](=O)[O-])c3)=NO2)cc1 (stereo not drawn)	11	-0.4	nt	9	-27
22	O=C(NCc1ccc(Cl)cc1)C(=O)NCC(c1cccs1)S(=O)(=O)c1cccs1 (stereo not drawn)	nt	0.7	nt	7	18
23	Cc1ccc2c(c1)sc1nc(=O)n(-c3cccc(Cl)c3)c(=O)n12	-10&-1	1.6&0.9	-12&3	1&3	-3&0
24	O=C(CSc1nnc(-c2ccncc2)o1)NCc1ccccc1	-4	-0.6	-5	1	4
25	COc1ccc(OC)c(CCNC(=O)CN2C(=O)COc3ccc(S(=O)(=O)N4CCC(C)CC4)cc32)c1	-22	-1.0	nt	2	1
26	CCC(Sc1nc2cc(OC)c(OC)cc2c(=O)n1Cc1ccco1)C(=O)NCCOC (stereo not drawn)	-11	-0.9	-4	-1	19
27	CCC1CN(C(=O)NCc2ccccc2)c2cc(C)ccc2O1 (stereo not drawn)	-25&-22	-0.5&-1.1	-15&-19	1&7	2&-3
28	Cn1c2c(c(=O)n(C)c1=O)C(c1ccc(O)cc1)Nc1ccccc1O2 (stereo not drawn)	10	1.0	2	0	7
29	COC(=O)COc1cc(Br)c(/C=C2/SC(=O)N(CC(=O)N3CCCC3)C2=O)cc1OC	12	-2.5	-2	2	4
30	COc1ccc(-c2nnc(NC(=O)c3cc(Cl)ccc3Cl)o2)cc1	0	0.3	nt	-1	-8

cpd	TRHR agonist	D1 PAM	D2 antag	TRHR PAM
16	0.6	0	8	2
17	-0.5	1	8	4
18	0.0	0	nt	2
19	0.1	-2	-5	-5
20	0.4&0.3	-4&-6	0	-3&4
21	-0.5	-6	14	-3
22	0.3	-2	nt	5
23	-0.6&0.0	-1&-4	-4	2&-4
24	0.2	-1	-1	9
25	-2.2	5	nt	-3
26	0.0	-1	5	0
27	-1.1&0.2	-5&0	-7	10&6
28	-0.1	-4	-8	11
29	0.9	-2	4	1
30	-0.1	nt	25	11

Next part.
cpd	compound	D1 antagonist	D2 agonist	RXFP1 antagonist	D1 agonist	D2 PAM
31	COC(=O)[C@@H]1C[C@@H]2CC[C@@H](O)C[C@@H]2N1Cc1ccc(Cl)cc1	-8	-0.1	nt	3	16
32	Cc1ccc2nc(-c3ccccc3)cc(C(=O)O)c2c1	6	nt	-1	0	nt
33	COc1ccc(Cl)cc1C(=O)NCC(=O)OCc1ccccc1	7	-0.9	12	2	3
34	CN(C)c1ccc(C2C=C(c3ccc(Cl)cc3OC(F)F)Nc3ncnn32)cc1 (stereo not drawn)	5	11	-11	41*	-1
35	C=CCN1C(=S)CC(c2ccccc2)=Nc2ccccc21	3	0.5	-18	2	1
36	Cc1cc(NC(=O)CCC(=O)N(Cc2ccco2)C2(C(=O)NC3CCCCC3)CCCC(C)C2)no1 (stereo not drawn)	-1	-3.0	3	0	nt
37	CCOc1ccc(NC(=O)CCCn2c(=S)[nH]c3ccsc3c2=O)cc1	40	0.1	-28	0	-4
38	COc1ccc(NC(=O)c2cc3c(CO)cnc(C)c3oc2=Nc2cccc(F)c2)c(OC)c1	5	0.1	4	1	2
39	O=C(O)c1cc2n(n1)CCN(Cc1ccccc1Cl)C2=O	10	0.8	-10	1	-4
40	O=C(CSc1nc2ncc(Cl)cc2[nH]1)NCCc1ccc(F)cc1	-10	-0.4	3	15	12
41	CCOC(=O)N1CCN(C(=O)c2ccc(Cl)c(S(=O)(=O)Nc3ccccc3)c2)CC1	1	-0.3	-3	0	10
42	CN1CCSc2ccc(C(=O)NCc3ccccc3)cc21	-2&-4	-0.2&-1.0	2&-3	0&1	-19&-5
43	Cc1ccc(S(=O)(=O)/N=c2\sccn2C)cc1	-3	-0.2	-4	2	7
44	COc1cc2c(cc1NC(=O)c1cccc(Br)c1)CCCC2	-7	0.1	-6	1	-2
45	O=C1c2cccc3cccc(c23)C(=O)N1CC1CCN(S(=O)(=O)c2ccc(F)cc2)CC1	7	0.4	-8	2	10

cpd	TRHR agonist	D1 PAM	D2 antag	TRHR PAM
31	-0.2	3	-18	-3
32	2.8	-3	nt	-1
33	0.3	-4	24	-1
34	17	-7	15	-2
35	-0.3	-7	27	-6
36	1.8	-8	2	-10
37	-1.0	-4	18	-8
38	0.3	5	9	-5
39	0.7	-6	-13	-3
40	10	-7	-7	13
41	-0.4	2	6	0
42	-0.5&-2.1	0&-5	-4	-4&-3
43	-0.7	3	-1	4
44	0.0	-2	0	4
45	0.3	7	-10	13

(cont.)
cpd	compound	D1 antagonist	D2 agonist	RXFP1 antagonist	D1 agonist	D2 PAM
46	CC(=O)c1ccc(NC(=O)c2nc(-c3ccccc3)n(-c3ccccc3Cl)n2)cc1	-8	-1.0	nt	3	-1
47	CCOc1cc(/C=C2/NC(=O)N(CC(=O)Nc3cccc(C)c3)C2=O)ccc1O	-2	0.2	-1	0	-7
48	CCCn1cnc2c(cnn2-c2ccc(F)cc2)c1=O	2	nt	2	7	nt
49	COc1ccc(NC(=O)CN2C(=O)C(C)Oc3ccccc32)cc1 (stereo not drawn)	3	0.2	-4	3	-3
50	COc1ccc(S(=O)(=O)NC(C)C(=O)O)cc1 (stereo not drawn)	-2	0.2	11	1	9
51	Cc1ccc(C)c(N2CCN(C(=O)c3csc4ccccc34)CC2)c1	-12	-1.6	-18	4	6
52	COC(=O)c1ccc(NC(=O)CSC2=NCCN2)cc1	7	-0.9	-1	4	-15
53	COC(=O)c1ccc(NC(=O)CC2C(=O)N(c3ccc(C)cc3)C(=O)N2CC(C)C)cc1 (stereo not drawn)	-6	1.1	-6	0	-8

cpd	TRHR agonist	D1 PAM	D2 antag	TRHR PAM
46	-0.1	-2	nt	1
47	0.0	-3	13	-6
48	0.4	-4	nt	0
49	0.0	1	-5	1
50	0.5	-5	10	-2
51	-1.5	2	4	-8
52	-0.1	-3	8	-3
53	2.1	-2	-3	8

A draw from above in order of SMILES length, lowest first.
cpd	compound	D1 antagonist	D2 agonist	RXFP1 antagonist	D1 agonist	D2 PAM
30	COc1ccc(-c2nnc(NC(=O)c3cc(Cl)ccc3Cl)o2)cc1	0	0.3	nt	-1	-8
2	CCCC[N+](C)(C)CCC(=O)NC(C)(C)CS(=O)(=O)[O-]	-34*	-1.3	-7	3	11
25	COc1ccc(OC)c(CCNC(=O)CN2C(=O)COc3ccc(S(=O)(=O)N4CCC(C)CC4)cc32)c1	-22	-1.0	nt	2	1

cpd	TRHR agonist	D1 PAM	D2 antag	TRHR PAM
30	-0.1	nt	25	11
2	0.0	-5	-8	2
25	-2.2	5	nt	-3

Outcome played no part in choosing rows; about 7.1% have a hit in one of these screens.
